# Screens: PubChem, National Center for Advancing Translational Sciences (NCATS)
# GLP1R ag = agonists of human GLP-1 receptor | 380,000 compounds, 0.007% hits | AID 624172 | Potency, µM (doses to about 45.6 µM), inactives show at the highest dose activation, usual class: activators | P43220 | HEK293 GLP-1R CRE-luciferase, luminescence, 4-6 h; cells express a hypersensitive GLP-1R form; note: potency is the fitted concentration of half-maximal effect; % of control where 0% means no effect
# Target sequence (P43220 whole entry, looked up): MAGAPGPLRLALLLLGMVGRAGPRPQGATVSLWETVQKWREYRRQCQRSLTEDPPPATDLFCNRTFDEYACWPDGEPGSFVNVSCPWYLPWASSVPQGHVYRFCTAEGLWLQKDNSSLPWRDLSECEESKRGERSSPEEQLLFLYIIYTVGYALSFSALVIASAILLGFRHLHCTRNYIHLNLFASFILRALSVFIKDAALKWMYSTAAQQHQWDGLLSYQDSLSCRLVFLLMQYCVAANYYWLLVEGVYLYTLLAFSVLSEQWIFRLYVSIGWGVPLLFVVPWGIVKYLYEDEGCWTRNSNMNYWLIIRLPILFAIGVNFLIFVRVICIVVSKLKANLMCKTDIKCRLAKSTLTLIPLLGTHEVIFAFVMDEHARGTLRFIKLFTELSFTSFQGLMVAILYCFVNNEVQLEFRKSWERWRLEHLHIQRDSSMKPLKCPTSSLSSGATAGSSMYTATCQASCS
# WRN inhibitor = WRN helicase (human) inhibition; WRN helicase unwinding, fluorescent forked duplex, kinetic; AID 651768; 360,000 compounds, 0.46% hits; Potency, µM (doses to about 114 µM), for the others: at the top dose activity change, negative = inhibition, hits mostly inhibitors; note: potency is the fitted concentration of half-maximal effect; % is set by controls: 0 for no effect and ±100 for the full control effect; nearly all actives have a fitted effect of over 55% in size
#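 Kinetic red-fluorescence monitoring (525/598 nm) tracks WRN helicase activity after 100 nM fluorophore-quencher forked duplex and 2 mM ATP are added to 20 nM enzyme pretreated 15 min at room temperature with compound.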
# D3 ag = agonists of human D3 dopamine receptor | P35462 | D3R DiscoveRx beta-arrestin cells, luminescence, 90 min | max activation, % | 410,000 compounds, 0.58% hits; in the data active = max activation above about 30%; note: 0% is about no effect; mostly tested at two doses, the higher about 12 µM
#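 Cells at 1500/well, incubated overnight, then treated with pinned compounds (dopamine as control) for 90 min at 37 degrees C. DiscoveRx reagent added for 30 - 60 minutes at room temperature; luminescence read.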
# IL2 activator = activators of IL-2; IL-2 activation reporter assay, cell-based qHTS; stimulated with anti-CD3/CD4/CD28 beads; in transgenic mouse T cells; activation, % (series mostly up to about 46 µM); 360,000 compounds, 0.065% hits; AID 652025; in the data active = activation above about 50%; inconclusive = mostly about 30% to 49%; note: 0% is about no effect
#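 Unstimulated transgenic mouse T cells preincubated 60 min with compound, then stimulated with anti-CD3/anti-CD4-coated beads plus anti-CD28 for 18 h at 37 degrees C. IL-2 response read as EGFP and DsRed fluorescence by plate cytometry.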
# PI5P4K alpha inh = blocks human PI5P4K alpha kinase activity; PI5P4Kalpha enzyme, ADP-Glo luminescence, 60 min; active compounds read low; max response, %; 330,000 compounds, 1.2% hits; active = max response of -50% or lower; inconclusive = between -30% and -50%; inactive = -30% or higher; note: value at the top dose of about 77 µM; % is set by controls: 0 for no effect and ±100 for the full control effect
# Target sequence (P48426 whole entry, looked up): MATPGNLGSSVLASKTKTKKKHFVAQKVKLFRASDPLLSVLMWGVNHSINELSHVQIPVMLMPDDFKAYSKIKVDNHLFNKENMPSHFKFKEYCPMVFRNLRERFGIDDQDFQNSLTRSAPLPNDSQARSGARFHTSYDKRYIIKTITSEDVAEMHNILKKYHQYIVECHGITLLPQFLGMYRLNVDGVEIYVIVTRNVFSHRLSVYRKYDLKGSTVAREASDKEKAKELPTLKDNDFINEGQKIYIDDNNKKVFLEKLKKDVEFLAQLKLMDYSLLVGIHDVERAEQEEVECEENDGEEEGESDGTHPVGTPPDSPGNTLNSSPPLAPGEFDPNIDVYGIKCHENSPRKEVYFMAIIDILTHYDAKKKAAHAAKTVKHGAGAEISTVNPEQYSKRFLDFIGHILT
#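 ADP-Glo luminescence end-point after a 60 min room-temperature kinase reaction. PI5P4Kalpha and substrate in HEPES pH 7.4 buffer with EGTA, 0.1% CHAPS and 5% DMSO; ATP at 5 microM final.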
# D3 antag = antagonists of human D3 dopamine receptor; P35462; D3R cells, DiscoveRx beta-arrestin luminescence, antagonist mode; active compounds read low; max response, negative = inhibition, %; 360,000 compounds, 2.5% hits; AID 652054; in the data active = max response below about -50%; inconclusive = no clear call, values can overlap the other calls; note: % is set by controls: 0 for no effect and ±100 for the full control effect; mostly tested at two doses, the higher about 12 µM
#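 Cells expressing the human receptor were seeded at 1500 cells/well, incubated overnight at 37 degrees C in 5% CO2, then exposed to library compounds with dopamine controls for 90 minutes at 37 degrees C before luminescent detection.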
# PLK1 PBD block = PLK1 (human) polo-box domain binding inhibition; AID 720504; 360,000 compounds, 2.8% hits; Plk1 PBD binding of FITC phosphopeptide, fluorescence polarization; Potency, µM, without a hit: max response, negative = inhibition, usual class: inhibitors; note: potency is the fitted concentration of half-maximal effect; series mostly up to about 57 µM; % is set by controls: 0 for no effect and ±100 for the full control effect; nearly all actives have a fitted effect of over 65% in size
# GLP-1R inv ag = inverse agonists of human GLP-1 receptor; Potency, µM (titrated, usually from 38.3 µM), without a hit: at the highest dose activity change, negative = inhibition, most hits filed as inhibitors; 410,000 compounds, 1.6% hits; AID 624417; HEK293 GLP-1R CRE-luciferase, luminescence, 24 h; GLP-1R form is constitutively active; note: potency is the fitted concentration of half-maximal effect; % is set by controls: 0 for no effect and ±100 for the full control effect; nearly all actives have a fitted effect of over 55% in size
#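 Using stably transfected HEK293 (constitutively active GLP-1R, cAMP-luciferase reporter), compounds were incubated 24 hr and luciferase measured by luminescence.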
# HEK293 tox = cytotoxic in the GLP-1 receptor inverse agonist counter-screen. Potency, µM (top dose mostly 38.3 µM), for inactives: at the top dose activity change, negative = inhibition, usual class: inhibitors. HEK293 cAMP-luciferase reporter cells, luminescence, 24 h. 410,000 compounds, 0.13% hits;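 note: loss of luciferase light is scored as toxicity; potency is the fitted concentration of half-maximal effect; % is set by controls: 0 for no effect and ±100 for the full control effect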
#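 1536-well qHTS counterscreen of the MLSMR; 200 cells/uL, 12 h pre-incubation, 23 nL cpd, 24 h at 37 deg C 5% CO2, luciferase detection reagent, 12 min RT, luminescence. Inhibition = undesired.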
# Active calls of the source: *; ? = inconclusive; / = no result given; & = joins results of further samples; [ ] = dose if it differs, or a comment. Unless noted, calls come from the whole dose curve; as a rule, active = well fitted curve in the direction sought with a large enough effect; inconclusive = small, poorly fitted or top-dose-only effect, or another doubt; inactive = no such curve, though single readings can be large; an effect the other way counts as inactive or inconclusive.
Structure	GLP1R ag	WRN inhibitor	D3 ag	IL2 activator	PI5P4K alpha inh	D3 antag	PLK1 PBD block	GLP-1R inv ag	HEK293 tox
CC1(C)CC(=O)C(CO)=C(c2cccc3ccccc23)C1=O	1%	-8%	6	-1.3	2	-9	0%	-10%	-5%
CCOC(=O)CCC(NC(=O)c1ccccc1C(=O)NC(CCC(=O)OCC)C(=O)OCC)C(=O)OCC (stereo not drawn)	8%	3%	-9	-0.3	0	3	-5%	31%[activator]	-18%
COCc1cc(=O)[nH]c(Sc2c(-c3ccccc3)c3ccc(Cl)cc3[nH]c2=O)n1	9%	-11%	0	4.2	4	6	-5%	17%	1%
Cc1cccn2c(=O)c3cc(C#N)c(=NC(=O)c4cccs4)n(CCCOC(C)C)c3nc12	17%	-15%	2	-6.2	4	3	-25%	19%	63%[activator]
Cn1cc(/C=C(\NC(=O)c2ccccc2)C(=O)NCCCN2CCOCC2)c2ccccc21	-5%	-5%	-3	1.7	13	-1	-6%	16%	-3%
Oc1ccc(Cl)cc1CNc1nccs1	-9%	-16%	-4	0.2	6	-6	-18%	?	-10%
Cc1cc(C)cc(NC(=O)CN2C(=O)COc3ccc(S(=O)(=O)N4CCCC4)cc32)c1	15%	-2%	-8	1.8	2	0	-2%	?	4%
COc1ccc(CNC(=O)CSc2nnc(C(F)(F)F)n2C)cc1	2%	8%	7	0.0	4	13	1%	40%[activator]	-4%
CCOc1ccc(C(=O)NCC(=O)NNC(=O)CN(C)S(=O)(=O)c2ccc(Cl)cc2)cc1OCC	-5%	4%	2	0.6	3	8	4%	?	-9%
O=C(Nc1ccccc1N1CCN(C(=O)c2ccc(Cl)cc2)CC1)c1cc2ccccc2o1	1%	0%	-2	0.5	3	-20	30µM*	?	3%
CCn1cc(CN2CCC(C(=O)Nc3ccc(Oc4ccccc4F)cc3)CC2)c(C)n1	1%	-11%	-12	-0.2	-7	?	-6%	?	-29%
Cc1ccc(N2C(=NC(=O)c3ccccc3)SC3CS(=O)(=O)CC32)cc1 (stereo not drawn)	3%	-6%	-1	-2.7	5	0	-14%	59%[activator]	9%
CCOc1ccc(-n2c(C)cc(/C=N/Nc3nc(C)cc(=O)[nH]3)c2C)cc1	7%	-2%	-15	4.9	-17	-29	-11%	32%[activator]	1%
O=c1ccc(/C=C/c2ccccc2)nn1Cc1ccc(Cl)cc1Cl	1%	-8%	14	-0.4	10	-20	-3%	0%	37%[activator]
Cc1ccccc1N1CCN(C2CCCN(C(=O)c3ccccn3)C2)CC1 (stereo not drawn)	2%	-19%	-44	-4.5	2	-27	-7%	-22%	-1%
CCc1ccc2n(-c3ccc(OC)cc3)c([S-])c(C(=O)Nc3cc(C)cc(C)c3)[n+]2c1	5%	-35%	0	-0.9	0	4	-6%	2%	8%
CN(CC1COc2ccccc2O1)C(=S)Nc1ccccc1 (stereo not drawn)	-9%	-13%[57.1 µM]	1	2.6	2	-19	-1%	?	2%
Cc1c(N=Cc2cccnc2)c(=O)n(-c2ccccc2)n1C	-4%	-15%	3	0.2	5	0	-4%	13%	-4%
COC(=O)c1ccc(CSc2nnc(NC(=O)C3CC(=O)N(Cc4ccc(C)cc4)C3)s2)cc1 (stereo not drawn)	-4%	-21%	3	3.1	-12	13	-4%	4%	-2%
Cc1cccc(CN2CCN(CC(C)C)C(CCO)C2)n1 (stereo not drawn)	-6%	-5%	3	0.3	0	-11	-9%	0%	-4%
Fc1cccc(F)c1CN1CCN(c2ncccn2)CC1	4%	3%	-4	-3.0	/	11	-8%	0%	10%
COC(=O)c1sc(S(=O)(=O)N2CC(C)OC(C)C2)c(C(=O)OC)c1C (stereo not drawn)	-7%	3%	1	-0.1	6	0	-4%	9%	-13%
N/C(=N\OC(=O)c1cccc(Br)c1)c1ccccc1	-16%	10%	-1	-3.5	/	18	0%	?	-8%
CCn1c(/C=C\c2ccccc2C)nc2ccccc2c1=O	22%	-2%	0	-1.9	9	0	-7%	?	5%
O=C(Cn1c(=O)oc2ccccc21)Nc1nc(-c2ccc(Br)cc2)cs1	-11%	-5%	-2	-2.1	-8	-19	-14%	7%	22%
COc1ccccc1OCC(=O)Nc1ccc(N2CCOCC2)cc1N1CCOCC1	35%	4%	9	1.4	7	2	2%	26%	-7%
CCOC(=O)N1CCN(CCC(=O)Nc2ccc(OC)cc2OC)CC1	-5%	5%	-6	-0.7	/	5	-6%	-5%	-10%
COCCCNS(=O)(=O)c1ccccc1	-15%	4%	4	-0.2	/	16	1%	7%	1%
O=S(=O)(c1ccc2c(c1)CCC2)N1CCNCC1	-14%	-29%	-5	0.0	-8	-9	-20%	3%	-6%
Cc1cccc(S(=O)(=O)Nc2ccc(-n3c(C)nc4ccccc4c3=O)cc2)c1	14%	-7%	7	-1.8	-1	20	-3%	7%	-13%
O=C(OC12CC3CC(CC(C3)C1)C2)c1ccc(NCc2cc(O)ccc2O)cc1	24%	-9%	-7	-5.7	?	?	-1%	?	?
CC(C)/C=C/C(=O)N1CCC(N2CCC(C(=O)NCC3CCCO3)CC2)CC1 (stereo not drawn)	-6%	-1%	2	0.2	-10	-3	-5%	0%	-4%
CCn1cc(CCC(=O)NC2CCCC2)c2ccccc21	11%	0%	5	-0.7	2	7	-13%	?	-3%
CSCCC(NS(=O)(=O)c1ccc(Br)cc1)C(=O)OCC(=O)NC1CC1 (stereo not drawn)	5%	-24%	-1	-0.8	2	-7	-12%	18%	-2%
COc1ccc2c(CC(=O)NC(Cc3ccc(Cl)cc3)C(=O)O)cc(=O)oc2c1C (stereo not drawn)	-4%	-3%	-2	2.1	-4	33	2%	10%	-8%
CC(C)NC(=O)c1ccccc1-c1nc(-c2ccccc2Cl)no1	4%	-2%	-8	4.4	23	14	-8%	?	-20%
Cn1[nH]c(=O)c2ccccc2c1=O	2%	0%	5	-0.1	/	7	-9%	6%	-4%
O=C(NNS(=O)(=O)c1ccc(F)cc1)C1CCN(S(=O)(=O)c2ccccc2)CC1	5%	7%	8	6.4	-2	-9	-19%	-9%	-2%
O=C(CN1CCOCC1)N/N=C/c1ccc(-c2ccc(Br)cc2)o1	0%	1%	-4	-2.4	-1	-15	-9%	-22%	?
COc1ccc(NC(=O)Nc2cccc3c2O[C@H](CN(C)C(=O)Nc2ccccc2)[C@@H](C)CN([C@H](C)CO)C3=O)cc1	7%	-4%	15	0.0	0	18	-7%	4%	-6%
Cc1cccc(OCCn2ccnc2)c1	-3%	5%	1	0.0	3	3	5%	21%	1%
Cn1c(N)c(C(=O)CSc2nnc(C3CC3)n2Cc2ccccc2)c(=O)[nH]c1=O	-2%	-3%	-15	0.3	-1	19	-3%	12%	-2%
CC(C)(C)C(=O)Nc1cccc(-c2nnc(-c3cccc(NC(=O)C(C)(C)C)c3)o2)c1	-1%	-8%	5	0.6	11	-25	-4%	?	-24%
O=C(Nc1cccc(Cl)c1)c1ccc(S(=O)(=O)NCC2CCCO2)cc1 (stereo not drawn)	0%	0%	2	-1.3	-1	-17	-2%	?	-28%
Cc1ccc2c(c1)N(CC(=O)N1CCOCC1)C(=O)C(C)O2 (stereo not drawn)	1%	1%	4	-0.2	0	5	-1%	-14%	2%
CCC1CN(C(=O)N2CCC(C(=O)NCCc3ccc(OC)c(OC)c3)CC2)c2ccccc2O1 (stereo not drawn)	-4%	-5%[57.1 µM]	5&10	-4.4	-1	-19	-6%	2%&1%	6%&-5%
O=C(NCc1ccccc1)/C(=C\c1ccccc1)NC(=O)c1ccco1	-2%	-11%	-2	-1.5	0	-9	-8%	-4%	2%
COC(=O)Cn1ccc(-c2ccc(Cl)cc2)c(C#N)c1=O	-1%	-3%	0	0.7	1	-7	3%	1%	-13%
CCN(C(=O)COC(=O)c1cc(OC)c(OC)cc1[N+](=O)[O-])C1CCS(=O)(=O)C1 (stereo not drawn)	0%	-8%	2	-0.9	-9	16	1%	18%	-5%
C=CCOc1ccccc1/C=N/NC(=O)Cc1ccc(C)cc1	-2%	-1%	-13	0.7	1	15	0%	?	1%

# Remaining list, next part:
Structure	GLP1R ag	WRN inhibitor	D3 ag	IL2 activator	PI5P4K alpha inh	D3 antag	PLK1 PBD block	GLP-1R inv ag	HEK293 tox
O=C(NCc1ccc2c(c1)OCO2)c1ccc(CS(=O)(=O)Cc2cccc(Cl)c2)o1	-7%	-6%	4	0.6	19	2	0%	-15%	-15%
CCn1c(N)c(C(=O)NCc2ccc3c(c2)OCO3)sc1=S	3%	-8%	7	-1.6	-27	15	24µM*	3%	-3%
Cn1c(=O)c2c(nc(NCC3CCCO3)n2C)n(C)c1=O (stereo not drawn)	0%	10%	-4	-0.2	/	15	-1%	0%	0%
CC(C)C(=O)Nc1nc2cc3c(cc2s1)OCO3	-1%	7%	3	-2.5	3	-2	-5%	12%	-1%
Cc1ccc(CNC(=O)C2CCN(S(=O)(=O)c3ccc(Br)s3)CC2)cc1	8%	-4%[57.1 µM]	6	-0.1	2	-7	-12%	9%	4%
O=C(c1ccc(C(=O)N2CCOCC2)s1)N1CCOCC1	-11%	2%	-1	0.0	1	12	-4%	7%	-7%
N#Cc1c(=O)c2nc(NCc3ccccc3)ncc2n2ccccc12	0%	-25%	1	-1.7	-29	21	-2%	22%	197%[activator]
CC(C)CC(=O)OC1C(N2CCOCC2)c2c(ccc(/C=C/C(=O)N3CCOCC3)c2O)OC1(C)C (stereo not drawn)	-4%	1%	24	-2.2	11	18	-13%	?	24%
COc1ccccc1C1c2[nH]c3ccccc3c2CCN1Cc1cnc(C)s1 (stereo not drawn)	8%	5%[57.1 µM]	2	11	0	72	3%	-16%	9%
